From PubChem
CHRM1 PAM = human M1 muscarinic receptor positive allosteric modulators, primary screen, CHO-K1 cells, Fluo-8 calcium fluorescence, 1536-well; Muscarinic acetylcholine receptor M1 (Homo sapiens), P11229; CHO-K1 hM1, ACh EC20; 0% = ACh EC20, 100% = maximal ACh; activation, % at 3 µM; hit rate 0.088% among 360,000; AID 588819, 2011; in the data active = activation above about 19%, passing the limit was not always enough
Target sequence (P11229 whole entry, looked up): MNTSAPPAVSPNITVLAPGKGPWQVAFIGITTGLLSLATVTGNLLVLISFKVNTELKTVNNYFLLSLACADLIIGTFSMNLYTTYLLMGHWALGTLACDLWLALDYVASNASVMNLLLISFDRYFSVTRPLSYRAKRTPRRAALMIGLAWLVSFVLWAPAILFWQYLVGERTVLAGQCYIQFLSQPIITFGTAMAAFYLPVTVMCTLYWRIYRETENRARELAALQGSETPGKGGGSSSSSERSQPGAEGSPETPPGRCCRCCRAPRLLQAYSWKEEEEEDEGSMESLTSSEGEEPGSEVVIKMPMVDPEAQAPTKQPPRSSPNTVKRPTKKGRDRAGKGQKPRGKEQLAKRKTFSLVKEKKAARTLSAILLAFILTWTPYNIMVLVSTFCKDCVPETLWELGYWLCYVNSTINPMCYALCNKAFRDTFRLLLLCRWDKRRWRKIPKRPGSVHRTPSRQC
CHRM4 PAM = human M4 muscarinic receptor positive allosteric modulators, primary screen, CHO-K1 cells, Fluo-8 calcium fluorescence; Muscarinic acetylcholine receptor M4 (Homo sapiens), P08173; CHO-K1 hM4/Gqi5, ACh EC20; 0% = ACh EC20, 100% = maximal ACh; activation, % at 3 µM; hit rate 0.4% among 360,000; AID 624126, 2012;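 active = activation above its plate's cutoff, the mean activation of sample wells plus 3 SD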; note: some results filed as inactive read as strong as hits
CHRM4 antagonist = human M4 muscarinic receptor antagonists, primary screen, CHO cells, Fluo-8 calcium fluorescence | Muscarinic acetylcholine receptor M4 (Homo sapiens), P08173 | CHO-hM4 cells, ACh EC80 | inhibition, % at 3 µM | hit rate 0.73% among 360,000;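 active = inhibition above its plate's cutoff, the mean inhibition of sample wells plus 3 SD, cut at about 27% in these data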;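 note: 0% = acetylcholine EC80 with DMSO and 100% = DMSO without agonist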
M5 antag = human M5 muscarinic receptor antagonists, primary screen, CHO cells, Fluo-8 calcium fluorescence | hit rate 0.59% among 360,000 | inhibition, % at 3 µM | CHO-hM5 cells, ACh EC80 | Muscarinic acetylcholine receptor M5 (Homo sapiens), P08912;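 active = inhibition above a per-plate cutoff, the mean of that plate's test compounds plus 3 SD, cut at about 27% in these data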;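 note: 0% = acetylcholine EC80 with DMSO and 100% = DMSO without agonist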
Target sequence (P08912 whole entry, looked up): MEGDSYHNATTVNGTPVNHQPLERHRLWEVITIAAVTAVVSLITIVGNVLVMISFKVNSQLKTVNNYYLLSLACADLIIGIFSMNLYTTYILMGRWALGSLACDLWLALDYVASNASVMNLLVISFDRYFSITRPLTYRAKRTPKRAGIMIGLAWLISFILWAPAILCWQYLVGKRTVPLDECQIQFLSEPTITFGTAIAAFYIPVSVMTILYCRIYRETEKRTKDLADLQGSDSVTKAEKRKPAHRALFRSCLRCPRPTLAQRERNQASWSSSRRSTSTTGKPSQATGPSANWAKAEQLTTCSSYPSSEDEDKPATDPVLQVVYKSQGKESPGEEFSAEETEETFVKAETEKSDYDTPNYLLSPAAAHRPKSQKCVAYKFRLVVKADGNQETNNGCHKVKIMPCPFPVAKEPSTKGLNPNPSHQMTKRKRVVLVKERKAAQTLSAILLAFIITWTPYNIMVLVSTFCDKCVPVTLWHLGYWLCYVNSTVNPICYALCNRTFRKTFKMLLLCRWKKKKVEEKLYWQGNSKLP
CHRM1 antagonist = human M1 muscarinic receptor antagonists, primary screen, CHO-K1 cells, Fluo-8 calcium fluorescence, 1536-well; Muscarinic acetylcholine receptor M1 (Homo sapiens), P11229; CHO-K1 hM1, ACh EC80 antagonist; inhibition, % at 3 µM; hit rate 1.3% among 360,000;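 active = percent inhibition above its own plate's cutoff, namely the mean of that plate's compound wells plus 3 SD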;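 note: peak over basal fluorescence ratio during 140 s after agonist addition; 0% = ACh EC80 plus DMSO and 100% = DMSO alone without agonist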
CHRM4 agonist = human M4 muscarinic receptor agonists, primary screen, CHO-K1 cells, Fluo-8 calcium fluorescence | AID 624127, 2012 | CHO-K1 hM4/Gqi5; vehicle 0%, full acetylcholine response 100% | Muscarinic acetylcholine receptor M4 (Homo sapiens), P08173 | activation, % at 3 µM | hit rate 0.14% among 360,000;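 active = activation above the run mean over all test wells plus 3 SD, cut at about 32% in these data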;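 note: peak over basal fluorescence ratio per well then scaled between controls; 0% = DMSO wells and 100% = acetylcholine at EC100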
CRFR2-BP ag = agonists of CRF-BP/CRF-R2 complex, primary screen, cell-based, HEK293, calcium dye fluorescence, uHTS; CRF-binding protein / CRF receptor 2 complex (human); calcium dye fluorescence (FLIPR); percent of saturating CRF peptide response; activation, % at 13.2 µM; hit rate 0.46% among 350,000; AID 588473, 2011;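 active = activation of at least 50%, plus an integration ratio under a set limit after plate pattern correction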;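 note: plate controls were neutral control wells without compound for no effect and CRF at EC100 for full effect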
M5 ag = human M5 muscarinic receptor agonists, primary screen, CHO-K1 cells, Fluo-8 calcium fluorescence; CHO-K1 hM5 cells; 0% DMSO wells, 100% maximal acetylcholine response; activation, % at 3 µM; hit rate 0.19% among 360,000; Muscarinic acetylcholine receptor M5 (Homo sapiens), P08912;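 active = activation above the run's mean over test compounds plus 3 SD, cut at about 23% in these data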;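 note: signal is peak over basal fluorescence ratio across the kinetic read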
M5 PAM = human M5 muscarinic receptor positive allosteric modulators, primary screen, CHO-K1 cells, Fluo-8 calcium fluorescence. hit rate 0.3% among 360,000. AID 624038, 2012. CHO-K1 hM5, ACh EC20 PAM; 0% = ACh EC20, 100% = ACh EC100. Muscarinic acetylcholine receptor M5 (Homo sapiens), P08912. activation, % at 3 µM;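 active = activation above the run cutoff, the mean activation of all test compounds plus 3 SD, cut at about 18% in these data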
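system = human M5 receptor in CHO-K1 cells | compound = one concentration, 3 µM final (nominal) | schedule = Post-acetylcholine fluorescence recording 140 s | signal = Fluo-8 calcium dye fluorescence, kinetic read | benchmarks = low control EC20 acetylcholine (0%), high control EC100 acetylcholine (100%) | repeats = singlicate, one well per test compound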
The depositor's hits bear a star; . = not tested or not shown.

| nr | SMILES | CHRM1 PAM | CHRM4 PAM | CHRM4 antagonist | M5 antag | CHRM1 antagonist | CHRM4 agonist | CRFR2-BP ag | M5 ag | M5 PAM |
| --- | --- | --- | --- | --- | --- | --- | --- | --- | --- | --- |
| 1 | CC12CCC(C(=O)N(CCC#N)CCC#N)(CC1=O)C2(C)C (stereo not given) | 5 | 8 | -7 | -11 | 2 | 1 | 12 | 1 | 0 |
| 2 | Cc1ccc(-c2ccc(CN3C(CC(C)C)C(=O)N(Cc4cn(Cc5ccco5)nn4)CCS3(=O)=O)cc2)cc1 (stereo not given) | 2 | 0 | -4 | 0 | -4 | 1 | 0.6 | 0 | 3 |
| 3 | C[C@H](O)[C@@H]1C(=O)N2CCc3c([nH]c4ccccc34)[C@@H]2C[C@@H]1N(C)Cc1ccc(Cl)cc1 | 6 | 6 | -11 | 11 | -11 | 3 | 0.6 | -1 | -3 |
| 4 | CCOc1ccc(C(=O)Nc2nnc(C(C)C)s2)cc1OCC | -5 | 6 | -1 | 3 | 11 | 1 | -3.2 | -2 | -3 |
| 5 | CC(C)Oc1ccccc1/C=N/Nc1ccccc1[N+](=O)[O-] | 2 | 7 | -17 | 1 | 0 | -1 | -3.8 | 0 | 0 |
| 6 | CCC1(CC)C(=O)C2=C3C1[C@H](C(=O)OC)CC(C(=O)OC)C[C@H]3[C@H]1C(=O)N(c3ccccc3)C(=O)[C@H]1[C@H]2C (stereo not given in full) | 9 | 13 | 2 | 4 | -8 | 2 | -1.4 | 2 | 5 |
| 7 | CCn1c(O)c(N=NC2=NC(=O)CS2)c2cc(C)ccc21 | -2 | 0 | -2 | -5 | 5 | -1 | -1.9 | -3 | 6 |
| 8 | CCOc1ccc(S(=O)(=O)NN)cc1 | 5 | 2 | -9 | -6 | 0 | 0 | 0.3 | -7 | 8 |
| 9 | COc1cccc(OC)c1C(=O)Nc1nc(-c2ccccc2)cs1 | 12 | 4 | -6 | -3 | -19 | 0 | 1.0 | 3 | 7 |
| 10 | CC1(C)Cc2cccc(OCC(=O)OCC(=O)Nc3cccc(S(N)(=O)=O)c3)c2O1 | 5 | -1 | -14 | 3 | -7 | 1 | 0.1 | 2 | -4 |
| 11 | CC(=O)Nc1ccc(S(=O)(=O)NCC2CC3CCC2C3)cc1 (stereo not given) | 10 | -6 | -1 | -9 | -4 | 4 | -1.9 | 9 | 11 |
| 12 | O=C(CSc1nnc(-c2ccncc2)o1)N1CCc2ccccc2C1 | 0 | -6 | 4 | 6 | 5 | 12 | -1.0 | 0 | -5 |
| 13 | CCN(CC)CCC(c1ccc(OC)cc1)c1c(O)cc(OC)cc1OC (stereo not given) | 3 | -6 | -4 | 11 | -14 | 1 | -1.9 | -11 | -3 |
| 14 | N#Cc1cccc(NC(=O)c2cc(C3CCCCN3S(=O)(=O)c3cccc4cccnc34)on2)c1 (stereo not given) | -6 | -7 | 14 | 11 | 4 | 6 | . | -1 | -3 |
| 15 | CC(O)CNc1cc(N)c([N+](=O)[O-])cc1[N+](=O)[O-] (stereo not given) | 5 | 15 | 0 | -6 | 0 | 3 | -2.0 | -2 | 15 |
| 16 | Cc1ccc(C(=O)CCNc2ccccc2)o1 | 2 | 1 | -11 | 1 | 1 | 2 | 0.1 | -4 | -9 |
| 17 | Cc1ccc(NC(=O)CC2COc3ccccc3O2)cc1 (stereo not given) | -8 | -4 | 10 | 6 | 13 | 0 | -4.0 | -10 | -3 |
| 18 | COc1ccc(/C=N/Nc2nc(=O)[nH]nc2C)cc1OC | 5 | 5 | 6 | -5 | -7 | 1 | -1.7 | 3 | 6 |
| 19 | Cc1ccccc1NC(=O)c1ccc(CN2CC(=O)N3CCCCC3C2=O)cc1 (stereo not given) | 3 | -4 | 2 | 4 | 0 | 2 | -1.0 | 1 | 4 |
| 20 | CCc1nc2c(OCC(N)=O)cccn2c1N(C)C(=O)c1ccc(OC)cc1 | 2 | 1 | 0 | -2 | -10 | 0 | . | 0 | 6 |
| 21 | O=C(NN=Cc1ccc2c(c1)CCC2)c1ccccc1O | 3 | 3 | -10 | 4 | -6 | 4 | 14 | 3 | 1 |
| 22 | C#CCOC(=O)Nc1ccc(OCC(F)(F)F)nc1 | 6 | -9 | -6 | 7 | -11 | 1 | 0.4 | -1 | 0 |
| 23 | O=C(/C=C1\NC2(CCCC2)Cc2ccccc21)C(=O)N/N=C/c1ccccc1O | 8 | 10 | -5 | -7 | -11 | -2 | 1.6 | -4 | 0 |
| 24 | O=C(O)c1ccc(OC(F)(F)C(F)C(F)(F)F)cc1 (stereo not given) | -8 | -3 | 1 | 6 | 17 | 0 | 1.0 | -3 | -10 |
| 25 | Nc1ncnc2c1ncn2CCOc1ccccc1 | 5 | 5 | 3 | 3 | -2 | 0 | -1.2 | 2 | 6 |
| 26 | O=C(NCCOc1ccccc1)c1ncn[nH]1 | 2 | 4 | -4 | 3 | -17 | 0 | 0.6 | 3 | 1 |
| 27 | COc1ccc(N=C(C)C2C(=O)c3ccccc3C2=O)cc1 | -5 | 6 | -9 | 1 | 1 | 0 | . | 0 | 0 |
| 28 | Cn1cc(S(=O)(=O)N2CCOCC2)cc1C(=O)NCc1ccc(Cl)cc1 | 8 | 3 | -11 | 3 | -14 | 2 | -2.7 | 3 | -4 |
| 29 | CCC1Oc2ccc(C)cc2N(CC(=O)NCc2cc(OC)ccc2OC)C1=O (stereo not given) | 1 | -1 | 8 | 0 | -5 | 1 | -3.0 | 1 | 2 |
| 30 | C/C=C/c1ccc(OCCCCN(C)Cc2ccccc2)c(OC)c1 | -13 | -13 | 6 | 0 | 10 | 9 | -0.1 | -19 | 1 |
| 31 | COc1ccc(CN(C(=O)CSc2nnc(-c3ccc(OC)c(OC)c3)o2)c2ccc(F)cc2)cc1 | -3 | 0 | -3 | -7 | -17 | 1 | 18 | -5 | 7 |
| 32 | CN(C)S(=O)(=O)NC(c1ccccc1)c1ccccc1 | 13 | 11 | 1 | -2 | -9 | 0 | 0.4 | -3 | 4 |
| 33 | O=C1C=C(c2ccc3ncccc3c2)C[C@@H](c2ccc3c(c2)OCO3)C1 | 0 | -6 | 18 | 17 | 0 | 6 | -3.3 | 3 | -11 |
| 34 | COc1ccc(OC)c(S(=O)(=O)NCc2cc(-c3ccccc3)no2)c1 | 5 | -4 | 5 | 18 | -10 | 0 | -0.7 | -2 | -6 |
| 35 | CC(=O)NNC(=O)CCn1nnc2ccccc21 | 6 | 3 | 1 | 3 | -7 | 2 | 0.9 | -1 | 1 |
| 36 | Cc1nnc(NNS(=O)(=O)c2ccc(Cl)cc2)[nH]c1=O | 15 | 6 | 3 | 4 | -3 | 1 | -0.5 | -4 | 0 |
| 37 | Cc1ccc(C)c(NC(=O)c2ccc(S(=O)(=O)C(F)F)cc2)c1 | 3 | 3 | 2 | 2 | -3 | 3 | -2.1 | 1 | -5 |
| 38 | O=C1/C(=C/c2cccc([N+](=O)[O-])c2)Oc2cc(O)ccc21 | 5 | -11 | -16 | 3 | -8 | 12 | 30 | 1 | -2 |
| 39 | CCCCCCC#Cc1ccc2c(c1)COc1c3ccccc3nn1-2 | 3 | 6 | 0 | 5 | 11 | 1 | -1.8 | 4 | 7 |
| 40 | COc1ccc(CNC(=O)c2ccc(N3CCCC3=O)cc2)cc1 | 10 | 11 | 8 | -4 | -9 | 0 | 6.0 | 4 | 5 |
| 41 | CCCCn1nnnc1C(c1cc2ccccc2o1)N1CCCN(C(=O)OC(C)(C)C)CC1 (stereo not given) | . | -3 | -5 | 0 | . | 2 | . | -2 | -8 |
| 42 | FC(F)(F)c1cccc(-c2cncc(N3CCN(CCN4CCCC4)CC3)n2)c1 | -1 | 0 | -3 | 3 | -6 | 1 | . | -4 | -3 |
| 43 | Cc1ccc(S(=O)(=O)Nc2cccc(Cl)c2)cc1NC(=O)c1cccnc1 | -9 | -11 | -8 | 13 | 25 | 4 | -1.2 | -1 | -17 |
| 44 | COc1ccc(OC)c(C(Nc2ccccc2)P(=O)(OC(C)C)OC(C)C)c1 (stereo not given) | 11 | 5 | -9 | -5 | -17 | -1 | -2.4 | -6 | 1 |
| 45 | CCCS(=O)(=O)N1CCCC(C(=O)Oc2ccccc2Cl)C1 (stereo not given) | 10 | -1 | 0 | 5 | -19 | 1 | 0.4 | 2 | 4 |
| 46 | Cc1sc2nc(SCC(=O)N(CCO)CCO)n(C3CCCCC3)c(=O)c2c1C | 13 | -5 | -7 | 3 | -7 | 0 | -2.6 | -1 | 0 |
| 47 | COC(=O)C1=C(C)Nc2nnnn2C1c1ccc(Cl)cc1Cl (stereo not given) | 8 | 11 | -2 | -3 | -5 | 4 | 1.5 | -2 | 7 |
| 48 | COc1cc2cc(CCCOC(=O)c3cc(OC)c(OC)c(OC)c3)oc(=O)c2cc1OC | 5 | 4 | -4 | 7 | -3 | 3 | -4.3 | 0 | 4 |
| 49 | CC(C)c1ccc(CC(=O)N2CCC2(C)C(=O)Nc2ccccc2)cc1 (stereo not given) | 0 | 6 | -11 | -1 | -14 | 2 | . | -1 | -3 |
| 50 | CCC(C)N1C(=O)/C(=C/c2c(NCCCOC(C)C)nc3c(C)cccn3c2=O)SC1=S (stereo not given) | -2 | -8 | 20 | 14 | 12 | 8 | 59* | 5 | 0 |
| 51 | N#Cc1ccc(S(=O)(=O)N2CCC(C(=O)N3CCN(Cc4ccc5c(c4)OCO5)CC3)CC2)cc1 | -6 | -3 | -6 | 3 | 1 | 13 | -0.4 | -1 | -16 |
| 52 | CCOc1cc(OCC)cc(C(=O)NCCCN2CCOCC2)c1 | 3 | -2 | -4 | 1 | -3 | -1 | -1.6 | 0 | -5 |
| 53 | Cc1ccc(S(=O)(=O)CCC(=O)OCC(=O)N(Cc2ccccc2)C(C)C)cc1 | 1 | 4 | -11 | 0 | 0 | 2 | -2.0 | 0 | -2 |
| 54 | Cc1cccc(S(=O)(=O)NC(=O)C2(C)CCN2C(=O)Cc2ccccc2)c1 (stereo not given) | 5 | 6 | -7 | 3 | -12 | 1 | . | 0 | -1 |
| 55 | O=C(NNC(=O)C1CCCN(S(=O)(=O)c2cccc(F)c2)C1)C1CC1 (stereo not given) | 4 | 0 | 7 | -11 | 2 | 1 | -0.9 | -4 | -9 |
